# GPR151 ag: activators of human GPR151, primary screen, cell-based, PathHunter beta-arrestin, luminescence. G-protein coupled receptor 151 (Homo sapiens), Q8TDV0. PathHunter beta-arrestin GPR151 cells. activation, % at 11.2 µM. actives 1% (n = 650,000); in the data active = activation above about 4.9%;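 also: 0% = median of compound wells and 100% = cells with positive control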
# Target sequence (Q8TDV0 whole entry, looked up): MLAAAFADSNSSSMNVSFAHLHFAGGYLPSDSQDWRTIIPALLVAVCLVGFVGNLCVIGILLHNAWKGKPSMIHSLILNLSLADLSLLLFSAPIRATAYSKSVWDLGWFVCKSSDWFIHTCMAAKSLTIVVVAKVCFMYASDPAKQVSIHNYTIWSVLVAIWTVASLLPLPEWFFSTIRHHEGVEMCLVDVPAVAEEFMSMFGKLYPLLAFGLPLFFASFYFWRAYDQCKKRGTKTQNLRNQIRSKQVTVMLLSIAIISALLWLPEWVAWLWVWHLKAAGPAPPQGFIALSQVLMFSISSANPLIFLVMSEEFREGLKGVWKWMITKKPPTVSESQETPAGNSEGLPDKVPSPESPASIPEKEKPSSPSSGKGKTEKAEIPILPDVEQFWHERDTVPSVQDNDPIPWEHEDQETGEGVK
# FBW7 activator: FBW7 E3 ligase activators, primary screen, biochemical, AlphaScreen, human; F-box/WD repeat-containing protein 7 (Homo sapiens), Q969H0; AlphaScreen FBW7–phospho-cyclin E peptide binding, activator screen; normalized activity (activation), % at 26.1 µM; actives 0.13% (n = 650,000); AID 1259310, 2017; in the data active = normalized activity above about 1.9%;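 also: purified mutant Fbw7 with reduced substrate affinity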
# MITF inh: MITF inhibitors, primary screen, biochemical, AlphaScreen, human | inhibition, % at 2.6 µM | AID 1259374, 2018 | Microphthalmia-associated transcription factor (Homo sapiens), O75030 | actives 0.91% (n = 650,000) | AlphaScreen MITF homodimerization, bead proximity signal; in the data active = inhibition above about 50%;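 also: 0% = vehicle wells with protein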
# Target sequence (O75030 whole entry, looked up): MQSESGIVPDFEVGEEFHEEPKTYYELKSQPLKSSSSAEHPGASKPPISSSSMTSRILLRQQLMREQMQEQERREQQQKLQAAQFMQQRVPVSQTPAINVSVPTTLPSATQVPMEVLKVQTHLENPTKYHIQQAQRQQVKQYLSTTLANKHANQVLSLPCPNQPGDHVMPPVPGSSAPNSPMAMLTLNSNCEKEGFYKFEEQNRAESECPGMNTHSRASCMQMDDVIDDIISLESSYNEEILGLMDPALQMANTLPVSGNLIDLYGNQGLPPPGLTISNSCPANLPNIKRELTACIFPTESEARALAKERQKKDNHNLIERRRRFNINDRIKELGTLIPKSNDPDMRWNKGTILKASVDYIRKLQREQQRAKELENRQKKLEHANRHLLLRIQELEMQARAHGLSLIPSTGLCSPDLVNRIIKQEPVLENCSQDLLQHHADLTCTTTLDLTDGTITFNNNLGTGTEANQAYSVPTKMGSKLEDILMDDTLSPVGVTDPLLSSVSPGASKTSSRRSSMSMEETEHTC
# TEAD-YAP inh: TEAD-YAP interaction inhibition, primary screen, TEAD-YAP interaction inhibitor project, luminescence, HEK-TIYL cells | TEAD-Gal4/YAP UAS-luciferase luminescence | inhibition, % at 9.12 µM | actives 1.4% (n = 640,000) | AID 1259422, 2018; in the data active = inhibition above about 32%;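 also: 0% = median of test compound wells and 100% = reference inhibitor wells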
# * = called active by the depositor.
SMILES,GPR151 ag,FBW7 activator,MITF inh,TEAD-YAP inh
CCCC(=O)NC(=S)NNC(=O)CC#N,0.3,-0.2,13,2
COc1ccc(C2=NC(C(F)(F)F)(C(F)(F)F)N=C3C=CC=CN32)cc1,1.2,-0.1,-4,-2
CC(=O)N(Cc1cc2ccc(C)cc2n2nnnc12)CC1CCCO1 (centres undefined),0.7,-0.2,-9,-10
O=C(N/N=C1/SCC(=O)N1Cc1cccs1)c1ccccc1F,-0.6,0.0,7,1
Cn1c2ccccc2c2nnc(SCC(N)=O)nc21,-1.2,-0.2,-17,-5
c1ccc(-n2cnc3c(NC4CC4)nc(N4CCN(Cc5ccc6c(c5)OCO6)CC4)nc32)cc1,3.1,-0.3,18,-8
CCCSc1nnc2c(n1)OC(c1ccc(N(CCC)CCC)cc1)Nc1ccccc1-2 (centres undefined),1.9,-0.1,1,-41
CCN(CC)C(=O)CN1CCC(n2c(C)nc3sc(C)c(C)c3c2=O)CC1,0.5,0.0,10,15
O=C(CN1c2cccc3cccc(c23)S1(=O)=O)Nc1ccc(SC(F)F)cc1,1.9,0.0,-17,2
CCN(CC(=O)Nc1ccc2c(c1)OCCCO2)CC(=O)NC(C)C,-1.4,-0.1,-4,0
CC(=O)c1cn(CC(=O)N2CCc3ccccc3C2)c2ccccc12,-0.5,0.1,-6,22
Clc1cccc(-c2cnc3c(NCc4cccs4)nccn23)c1,0.3,0.1,6,-5
COc1cc(/C=C2\C(=O)N(c3ccccc3)N=C2C)c(Cl)cc1O,0.6,-1.4,6,10
S=C(Nc1ccc(Br)cc1Cl)Nn1cnnc1,0.3,-0.1,4,15
CCOc1c(S(=O)(=O)NCc2cccnc2)ccc(Cl)c1Cl,3.2,-0.1,-10,4
CCC1CCc2c(sc(NC(=O)C3C4C=CC(C4)C3C(=O)O)c2C(=O)OC)C1 (centres undefined),-1.0,-0.2,11,56*
O=[N+]([O-])c1ccc(O)c(C=Nc2ccc(I)cc2)c1,-0.4,-0.1,-2,-14
COc1ccc(CCNS(=O)(=O)c2ccc(OC)c(I)c2)cc1,-0.1,-0.1,12,13
N#CC1=C(SCC(=O)Nc2cccc(Cl)c2)NC(=O)CC1c1ccc(F)cc1 (centres undefined),-0.4,0.0,7,14
O=C(Cn1c2ccccc2c(=O)c2ccccc21)NCc1ccc(F)cc1,-0.9,0.0,14,15
Cn1c(C2Sc3ccccc3NC2=O)ccc1C1Sc2ccccc2NC1=O (centres undefined),1.2,0.0,2,-6
CN(C)c1ccc(/C=C2\SC(=O)N(CC(=O)Nc3ccccc3F)C2=O)cc1,0.1,0.1,13,3
Cc1ccc(-c2nc3ccccc3s2)cc1NC(=O)c1cccc(I)c1,1.4,-0.1,8,2
Cc1cccc2cc(C#N)c(NCCNC(=O)Nc3cccc(F)c3)nc12,-0.7,0.0,9,1
CS(=O)(=O)N1CC=C[C@H]1C(=O)NCc1ccc(F)cc1,-0.3,0.1,15,0
CS(=O)(=O)NN1C(=O)c2ccccc2NC1c1cccc(O)c1 (centres undefined),-1.0,1.0,-6,-13
O=C(c1ccc(Sc2ccc(Br)cc2)c([N+](=O)[O-])c1)N1CCN(c2ccc(F)cc2)CC1,-0.7,0.1,1,5
CN1C(=O)CCC12CCN(Cc1cc3c(cc1Cl)OCO3)CC2,0.0,-0.1,4,10
O=C(CSc1nnc(SCC(=O)NCC2CCCO2)s1)NCC1CCCO1 (centres undefined),-1.0,0.1,8,3
Cc1cn[nH]c1C1CCCN(C(=O)c2ccccc2)C1 (centres undefined),-1.0,0.0,14,-3
O=C1CC(c2ccsc2)c2ccc3ccccc3c2N1 (centres undefined),0.3,-0.3,-9,7
CCOCCn1c(=NC(=O)C2COc3ccccc3O2)sc2cc(OC)c(OC)cc21 (centres undefined),0.7,-0.1,2,1
CCCN1CNC(=S)N(c2ccc(F)cc2)C1,0.4,0.1,2,2
O=C(c1c[nH]c2ccc(S(=O)(=O)N3CCCCC3c3cccnc3)cc2c1=O)N1CCOCC1 (centres undefined),0.7,0.1,-7,-8
COc1ccc(CCNc2nc(Nc3ccc4ncccc4c3)nc3c2ncn3Cc2ccc(C(F)(F)F)cc2)cc1,-1.2,-0.1,-4,5
CCCC(c1nnnn1CC1CCCO1)N1CCN(c2ccc(F)cc2)CC1 (centres undefined),-0.5,0.0,-3,-30
O=C1c2cccc([N+](=O)[O-])c2C(=O)N1CCO,-1.4,0.2,11,13
CCOc1ccccc1NC(=O)c1c(OC)cccc1OC,1.1,0.2,5,-7
CCN(Cc1ccccc1)C(=O)C(C)Oc1ccccc1 (centres undefined),-0.1,-0.1,8,12
Cc1cccc(-n2c(=O)c(=O)[nH]c3cc([N+](=O)[O-])ccc32)c1,-0.8,0.0,12,-2
COc1ccc2nc3c(cc2c1)c(N)nn3C(=O)c1cccc([N+](=O)[O-])c1,1.3,0.0,2,4
CC1=C(C(=O)OC(C)C)C(c2cccc(Cl)c2Cl)C2=C(CC(C)(C)CC2=O)N1 (centres undefined),0.2,0.1,6,7
O=C(Cc1ccccc1)Nc1ccccc1C(=O)O,-6.5,0.2,13,-9
Cc1cc(C)cc(Nc2ncnc(N)c2[N+](=O)[O-])c1,1.0,-0.1,18,-6
CCOc1ccccc1CNC(=O)CCCn1nc(CC)n2c(cc3occc32)c1=O,-0.2,-0.1,-7,-20
CCCN(CCC)CCCNC(=O)C(=O)Nc1cccc(Cl)c1,1.7,-0.1,-1,-3
CCCn1c(=O)c2c(nc3n2CC(C)CN3c2ccccc2OC)n(C)c1=O (centres undefined),-0.5,-0.5,-15,-8
CCCC(=O)Nc1sc2c(c1C(=O)OCC)CCCCC2,-1.3,0.0,2,-1
CCCCOc1ccc(/C=c2/sc3ncnn3c2=O)cc1OCC,-1.5,0.0,6,1
CC1SCC(=O)N(CC(=O)NCc2ccccc2)C1=O (centres undefined),-1.9,0.7,11,-4
Cc1ccc(NC(=S)N(Cc2cccnc2)Cc2ccccc2Cl)cc1Cl,2.5,0.0,-2,0
CC1CCC2CCCCC2N1C(=O)c1ccc([N+](=O)[O-])cc1 (centres undefined),0.1,0.5,19,-1
Cc1ccc(C)c(Oc2coc3cc(OC(=O)c4ccccc4Cl)ccc3c2=O)c1,-0.8,-0.1,-9,3
COCCNCc1nc2c(c(=O)n(C)c(=O)n2C)n1Cc1ccccc1Cl,5.1*,-0.1,-4,-4
CCOC(=O)C1CCCCN1Cc1cc(C)c(OC)cc1C (centres undefined),4.9*,-0.1,36,-2
COc1cccc(-c2nc(CSCC(=O)NCC3CCCO3)c(C)o2)c1 (centres undefined),-0.2,-0.1,2,-15
CC(C)NC(=S)N1CCC(C(=O)N(C)C(c2ccccc2)c2ccccn2)CC1 (centres undefined),-0.8,1.6,2,-6
Cc1noc(CNC(=O)C2CCN(C(=O)C(C)(C)Oc3ccc(Cl)cc3)CC2)n1,2.1,0.3,-3,11
CCCN=Cc1c(C)[nH]n(-c2ccc(Cl)cc2)c1=O,1.0,-0.2,1,-92
COc1ccc(C(=O)n2nc(C)c(Br)c2C)cc1,0.9,-0.1,0,4
# Further records
SMILES,GPR151 ag,FBW7 activator,MITF inh,TEAD-YAP inh
COc1ccc(S(=O)(=O)N2CCC(C(=O)N3CCCCC3)CC2)cc1OC,0.8,-0.1,-4,-1
Cc1c(CNCc2ccco2)c(C(=O)O)c(C)n1Cc1ccc(Cl)cc1,-1.0,0.0,16,5
CC(C)n1cnc2c(NCCOc3ccccc3)nc(-c3ccccc3)nc21,-0.3,-0.1,-1,3
O=C(Nc1ccccc1)Oc1cc2oc(=O)sc2cc1Cl,-1.3,-0.4,-1,-24
CCOC(=O)c1cc[n+](Cc2ccc3nsnc3c2)cc1,1.9,-0.1,-1,1
Cc1ccc(C)c(Nc2nc3ccc(Cl)cc3n3nnnc23)c1,-0.2,0.1,7,-2
O=C(O)c1c[nH]c2c(Cl)cc(Cl)cc2c1=O,-0.7,0.0,-10,-2
Cc1ccsc1-c1nc(CSCC(=O)N2CCN(c3ccccc3)CC2)c(C)o1,0.0,-0.2,13,-6
COc1cccc(CC2=NOC(C(=O)N3CCN(C=O)CC3)C2)c1 (centres undefined),0.4,-0.3,8,-1
CC(C)C(NC(=O)/C(=C/c1ccc2c(c1)OCO2)NC(=O)c1ccccc1)C(=O)O (centres undefined),0.9,0.2,-1,-7
CCCC1CCC(C(=O)Nc2ccc(Cl)cn2)CC1 (centres undefined),-0.4,-0.1,8,-2
O=c1c2ccccc2nc(SCc2cccc([N+](=O)[O-])c2)n1Cc1ccco1,-0.9,0.3,-1,-5
CCn1c(C)nnc1SCC(=O)Nc1sc2c(c1C(N)=O)CCC2,1.0,-0.1,-15,11
O=C(NC1CCCCCCC1)c1ccc(CNc2c(N3CCOCC3)c(=O)c2=O)cc1,-1.2,-0.2,1,-14
CCC(C)NC(=O)c1sc2ncnc(N3CCN(c4ccccn4)CC3)c2c1C (centres undefined),-0.6,0.3,18,9
COc1ccc(NC(=O)c2ccco2)cc1NC(=O)c1cccc(OC(C)C)c1,-1.1,0.1,8,18
CC1CCCC(NS(=O)(=O)c2cccc(C(=O)O)c2)C1C (centres undefined),1.7,-0.1,-4,-12
C=CCN(c1ccc(C(=O)Nc2cccc(F)c2)cc1)S(C)(=O)=O,-0.8,0.7,16,-20
Cc1cc(C(=O)CSc2ncnc3sc(-c4ccccc4)cc23)c(C)n1-c1cccc(F)c1,-0.6,0.2,-6,-1
CCCCCc1ccc(OC(=O)c2ccc(C3CCC(CCC)CC3)cc2)cc1 (centres undefined),0.0,0.5,-5,-1
CCC(C)CN1CCc2nnc(CNC(=O)COc3ccccc3)n2CC1 (centres undefined),0.5,0.2,6,9
Cc1ccc(-c2c(NCCN3CCCCC3C)c(=O)c2=O)cc1C (centres undefined),-0.7,0.0,18,6
CC1=C(C(=O)OC(C)C)C(c2cn(-c3ccccc3)nc2-c2ccc([N+](=O)[O-])cc2)C(C(=O)OC(C)C)=C(C)N1,-1.7,0.0,16,-16
COC(=O)c1sccc1NC(=O)c1cc(-c2ccncc2)nc2ccc(C)cc12,-0.9,-0.1,0,-6
Cc1ccccc1CSc1nc2ccccc2c(=O)n1CCC(=O)NC1CCCCC1,-1.1,0.5,7,-7
Cc1ccc([N+](=O)[O-])c2c1N=C(c1cccc([N+](=O)[O-])c1)NO2,-1.0,0.1,4,16
CCn1c(=O)c2c(nc3n(-c4ccc(OC)cc4OC)c(C)c(C)n23)n(C)c1=O,1.4,0.2,15,10
CS(=O)(=O)N(CC(=O)NC1CCCCCC1)c1ccccc1,2.4,0.0,-2,-3
COc1ccc(N2CC(NC(=O)Nc3ccccc3C(N)=O)CC2=O)cc1OC (centres undefined),5.4*,0.0,-13,-6
Cn1nc(C(=O)OC2CCOC2=O)c2ccccc2c1=O (centres undefined),0.6,0.0,1,2
CCOC(=O)c1c(NC(=O)C(C)Sc2nnc(CNC(=O)COc3ccc(Cl)cc3Cl)n2C)sc2c1CCC2 (centres undefined),-0.2,0.0,-1,3

# Part of the list above in order of formula weight, high to low:
SMILES,GPR151 ag,FBW7 activator,MITF inh,TEAD-YAP inh
O=C(CSc1nnc(SCC(=O)NCC2CCCO2)s1)NCC1CCCO1 (centres undefined),-1.0,0.1,8,3
Cc1ccsc1-c1nc(CSCC(=O)N2CCN(c3ccccc3)CC2)c(C)o1,0.0,-0.2,13,-6
COc1ccc(S(=O)(=O)N2CCC(C(=O)N3CCCCC3)CC2)cc1OC,0.8,-0.1,-4,-1

# Among those listed so far, these contain an aryl thioether with sulfur outside any ring:
SMILES,GPR151 ag,FBW7 activator,MITF inh,TEAD-YAP inh
Cn1c2ccccc2c2nnc(SCC(N)=O)nc21,-1.2,-0.2,-17,-5
CCCSc1nnc2c(n1)OC(c1ccc(N(CCC)CCC)cc1)Nc1ccccc1-2 (centres undefined),1.9,-0.1,1,-41
O=C(CN1c2cccc3cccc(c23)S1(=O)=O)Nc1ccc(SC(F)F)cc1,1.9,0.0,-17,2
O=C(c1ccc(Sc2ccc(Br)cc2)c([N+](=O)[O-])c1)N1CCN(c2ccc(F)cc2)CC1,-0.7,0.1,1,5
O=C(CSc1nnc(SCC(=O)NCC2CCCO2)s1)NCC1CCCO1 (centres undefined),-1.0,0.1,8,3
O=c1c2ccccc2nc(SCc2cccc([N+](=O)[O-])c2)n1Cc1ccco1,-0.9,0.3,-1,-5
CCn1c(C)nnc1SCC(=O)Nc1sc2c(c1C(N)=O)CCC2,1.0,-0.1,-15,11
Cc1cc(C(=O)CSc2ncnc3sc(-c4ccccc4)cc23)c(C)n1-c1cccc(F)c1,-0.6,0.2,-6,-1
Cc1ccccc1CSc1nc2ccccc2c(=O)n1CCC(=O)NC1CCCCC1,-1.1,0.5,7,-7
CCOC(=O)c1c(NC(=O)C(C)Sc2nnc(CNC(=O)COc3ccc(Cl)cc3Cl)n2C)sc2c1CCC2 (centres undefined),-0.2,0.0,-1,3
